Yeast superoxide: lowers age-related superoxide in aged yeast cells; S. cerevisiae aged cells, superoxide DHE fluorescence; stronger effect = lower value; superoxide response (% of plate mean), % at 10 µM; 330,000 tested, 0.18% active;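 active = superoxide response under a set limit, about three screen SD below normal, cut at about 65% in these data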;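 note: yeast aged for seven days with compound at 30 °C before DHE staining; 100% = average MFI of all compound-treated wells on the plate with controls excluded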
TPT1 inhibitor: blocks Candida albicans tRNA 2'-phosphotransferase; recombinant caTPT1, FP RNA substrate dephosphorylation; inhibition, % at 5 µM; 300,000 tested, 0.81% active; AID 1962;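 active = inhibition above the mean of all tested compounds plus 3 SD, set per screening campaign, cut at about 24% in these data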;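 note: plate controls were DMSO alone for no effect and ferristatin control at 100 nM for full effect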
JMJD2C inh: blocks human GASC-1 demethylase activity; GST-JMJD2C(1-420) H3K9me3 demethylation, DELFIA europium; Q9H3R0; 330,000 tested, 0.069% active; AID 2099; inhibition, % at 2.35 µM;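 active = more than half of a compound's replicate wells show inhibition beyond 50%, single wells judged on their own value; inconclusive = some, but no more than half, of replicates pass 50% inhibition; inactive = no replicate passes 50% inhibition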;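 note: signal counts dimethyl H3K9 product captured on neutravidin plate; 0% = median of DMSO wells and 100% = 0.3 times that DMSO median; strong numbers were not always called active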
PP1 counter: PP1-alpha (human) inhibition in PP5 counter-screen; P62136; purified PP1alpha, OMFP fluorescence; inhibition, % at 6.7 µM; 320,000 tested, 0.9% active; AID 2235;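 active = inhibition above the mean inhibition of all tested compounds plus 3 SD, computed separately for each screening campaign, cut at about 15% in these data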
Target sequence (P62136 whole entry, looked up): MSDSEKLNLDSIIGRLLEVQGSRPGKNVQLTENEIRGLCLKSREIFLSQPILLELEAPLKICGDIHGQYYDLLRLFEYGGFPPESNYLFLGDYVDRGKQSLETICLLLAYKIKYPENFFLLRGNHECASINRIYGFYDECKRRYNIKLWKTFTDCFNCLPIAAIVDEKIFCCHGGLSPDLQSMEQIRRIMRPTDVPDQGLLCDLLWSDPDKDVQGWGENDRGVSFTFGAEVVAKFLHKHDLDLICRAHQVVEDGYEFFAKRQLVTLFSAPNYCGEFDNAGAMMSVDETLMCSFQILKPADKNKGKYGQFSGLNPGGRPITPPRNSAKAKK
Fh CTSL1 inh: blocks F. hepatica cathepsin L1 in PFM18AAP counter-screen; AID 1906; 300,000 tested, 0.49% active; inhibition, % at 5.96 µM; recombinant F. hepatica cathepsin L1, Z-Leu-Arg-MCA fluorescence;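 active = inhibition above the mean of all tested compounds plus 3 SD, set per screening campaign, cut at about 17% in these data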;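 note: 0% = plate median of test compound wells and 100% = 1 µM Z-Phe-Ala-diazomethylketone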
EBNA-1 inh: blocks EBNA-1 binding to DNA | EBNA-1 DNA binding, fluorescence polarization | inhibition, % at 14.8 µM | 300,000 tested, 0.34% active; in the data active = inhibition above about 28%
PP5 primary: PP5 (human) phosphatase inhibition | AID 1987 | 320,000 tested, 0.18% active | inhibition, % at 6.7 µM | purified PP5c, OMFP substrate fluorescence | P53041;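 active = inhibition above the campaign's mean inhibition across all tested compounds plus 3 SD, cut at about 9.5% in these data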;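 note: 0% = DMSO only and 100% = 100 µM cantharidin control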
Target sequence (P53041 whole entry, looked up): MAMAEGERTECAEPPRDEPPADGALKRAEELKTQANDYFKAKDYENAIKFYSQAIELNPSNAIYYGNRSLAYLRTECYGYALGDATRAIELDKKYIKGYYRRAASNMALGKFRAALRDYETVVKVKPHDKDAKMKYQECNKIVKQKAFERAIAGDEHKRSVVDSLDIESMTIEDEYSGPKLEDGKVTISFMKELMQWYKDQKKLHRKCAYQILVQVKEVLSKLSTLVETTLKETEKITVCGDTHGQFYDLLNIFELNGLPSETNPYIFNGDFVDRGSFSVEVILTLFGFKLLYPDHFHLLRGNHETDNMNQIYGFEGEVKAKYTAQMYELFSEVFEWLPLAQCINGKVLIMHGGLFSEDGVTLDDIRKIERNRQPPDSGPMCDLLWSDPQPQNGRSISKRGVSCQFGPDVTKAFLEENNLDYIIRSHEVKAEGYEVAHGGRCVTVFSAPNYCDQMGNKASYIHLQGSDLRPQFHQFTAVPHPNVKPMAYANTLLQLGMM
HCV core dimer: HCV core protein dimerization inhibition. inhibition, % at 5 µM. AID 1899. TR-FRET GST/Flag-core106 dimerization, 1536-well. 300,000 tested, 0.33% active;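 active = inhibition above the mean of all tested compounds plus 3 SD, set per screening campaign, cut at about 45% in these data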
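Material: GST/Flag-tagged HCV core106 proteins. Incubation: 4 h, 22.5 °C incubation. Read-out basis: inhibition (%) from 671 over 617 nm ratio. Measured by: TR-FRET, excitation 340 nm, emission 617 and 671 nm.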
ZTA DNA inh: counter-screen for EBNA-1 inhibitors: inhibitors of Epstein-Barr virus ZTA; 320,000 tested, 0.15% active; ZTA-DNA binding, fluorescence polarization; P03206; AID 2234; inhibition, % at 11 µM; in the data active = inhibition above about 33%
Target sequence (P03206 whole entry, looked up): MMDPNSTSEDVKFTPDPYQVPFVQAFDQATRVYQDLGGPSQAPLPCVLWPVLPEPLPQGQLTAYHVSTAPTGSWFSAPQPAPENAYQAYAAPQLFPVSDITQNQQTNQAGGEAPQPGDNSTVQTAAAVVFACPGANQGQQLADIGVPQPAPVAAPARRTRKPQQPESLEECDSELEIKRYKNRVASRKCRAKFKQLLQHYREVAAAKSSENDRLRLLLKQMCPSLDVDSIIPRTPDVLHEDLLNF
Active calls of the source: *; i = inactive; ? = inconclusive; . = not tested or not shown.

Under each structure: Yeast superoxide | TPT1 inhibitor | JMJD2C inh | PP1 counter | Fh CTSL1 inh | EBNA-1 inh | PP5 primary | HCV core dimer | ZTA DNA inh
C[C@@H](NC(=O)c1nc[nH]c1C(=O)N[C@@H](Cc1ccccc1)C(=O)OCc1ccccc1)c1ccccc1
 : 93 | 0 | 41 | 8 | 6 | -2 | -4.3 | -18 | 13
COc1ccccc1CC(=O)NCC1CCCO1 (configuration not stated)
 : 89 | 0 | 2 | -2 | 0 | 8 | -0.1 | 0 | -1
CCOc1ccc2ncc(S(=O)(=O)c3ccccc3)c(N3CCN(c4ccccc4)CC3)c2c1
 : 114 | -4 | 3 | 0 | -9 | 14 | 2.9 | 4 | 11
O=C(NCCCn1ccnc1)c1cc(-c2cccs2)on1
 : 84 | 1 | 2 | -1 | 6 | -11 | 0.2 | 5 | -5
CSc1nc(-c2ccc(N(C)C)cc2)c(C#N)c(=O)n1C
 : 104 | 31* | 5 | 0 | 3 | -5 | -0.6 | -7 | 0
Cc1ccc(CN2C(=O)C3CCCN3c3ncccc32)cc1 (configuration not stated)
 : 104 | 4 | 6 | 9 | -1 | 13 | -0.6 | 9 | 0
COc1ccc(N2CCN(C(=O)C3CCN(S(=O)(=O)c4cccs4)CC3)CC2)cc1
 : 101 | 2 | -1 | -3 | 0 | 3 | -1.4 | 0 | 10
CCOc1ccc(/C=C2\CCc3ccccc3C2=O)cc1
 : 67 | -1 | -9 | -1 | 2 | -17 | 1.7 | -10 | 5
CC(OC(=O)c1nsc(Cl)c1Cl)C(=O)NC(C)(C)C (configuration not stated)
 : 96 | -3 | -20 | 1 | -2 | -7 | 2.8 | -1 | 2
CCCN(C(=O)c1cc(C)ccc1C)c1c(N)n(Cc2ccccc2)c(=O)[nH]c1=O
 : 92 | . | 4 | -3 | . | . | -1.3 | . | -2
Cc1nccc(-c2sc(-c3cccs3)nc2C)n1
 : 92 | 0 | 0 | -1 | 6 | -1 | 4.3 | 4 | -4
CCCCSCCCNC(=O)Nc1ccc(CC)cc1
 : 86 | -3 | 3 | 1 | 3 | 4 | 1.4 | 16 | 6
C=CCN(c1ccc(C(=O)N2CCN(c3ccc(F)cc3)CC2)cc1)S(C)(=O)=O
 : 100 | 1 | 2 | 5 | 2 | 10 | -1.6 | -2 | -8
CCOC(=O)CN(C(=O)COc1nc(C)cc(C)c1C#N)c1ccc(Cl)cc1
 : 116 | -2 | 4 | -3 | 2 | -1 | 2.1 | 5 | 3
N#Cc1nc(-c2ccccc2)oc1N1CCC(C(N)=O)CC1
 : 91 | -6 | -1 | 0 | 5 | 3 | 0.0 | -10 | -2
CCOc1ccc(NC(=O)c2cccnc2Cl)c([N+](=O)[O-])c1
 : 91 | -4 | -42 | 0 | 2 | 11 | -1.8 | -3 | -2
Cn1c(=O)[nH]c(=O)c2c1nc(SCC(=O)Nc1ccccc1)n2Cc1ccccc1
 : 94 | -4 | -5 | 4 | 0 | 8 | 0.9 | -6 | -2
O=C(CCn1c(=S)[nH]c2cc3c(cc2c1=O)OCO3)NCc1ccccc1Cl
 : 79 | 0 | 4 | -2 | -3 | -3 | -1.1 | -1 | -5
CC(C)(C)c1ccc(C(=O)OCC(=O)Nc2sc3c(c2C#N)CCC3)cc1
 : 104 | 0 | 0 | 0 | -4 | 1 | 2.0 | 1 | -17
COC(=O)c1c(C)c(C)nc(N)c1C#N
 : 86 | -5 | 3 | -1 | 0 | -3 | 1.5 | 0 | 8
CC1CCN(CC(=O)Nc2ccccc2Sc2ccccc2)CC1
 : 94 | -3 | 3 | 0 | 2 | 7 | 2.9 | -4 | 4
O=S(=O)(N/N=C\C=C\c1ccccc1)c1ccc(Br)cc1
 : 94 | 2 | -9 | -4 | 6 | 9 | 1.8 | -2 | 11
Cc1cccn2c(=O)nc(SCC(=O)N3CC(C)OC(C)C3)nc12 (configuration not stated)
 : 105 | 2 | 79 | 1 | -7 | 2 | -1.0 | 1 | 8
COCCNC(=O)CN(Cc1ccccc1)C(=O)CCC(=O)Nc1nccs1
 : 109 | -1 | -27 | -2 | -2 | -3 | 1.0 | 9 | -1
CCN(CC(=O)Nc1ccc(NC(C)=O)cc1)C(=O)COc1ccc2ccccc2c1
 : 100 | 2 | -24 | -4 | 0 | 0 | 1.8 | 2 | 2
Cc1ccc2[nH]c(=O)c(CC(=O)O)c(-c3ccccc3)c2c1
 : 93 | -2 | 7 | -3 | 1 | -2 | 0.1 | 7 | -4
Cc1ccc(/C=N/NC(=O)NC2CCCCC2)o1
 : 101 | -4 | 11 | 6 | 10 | -8 | -0.3 | 21 | -20
CC(C)(C)c1cc[n+](C2=C([O-])c3ccccc3C(=O)/C2=N\S(=O)(=O)c2ccccc2)cc1
 : 131 | -1 | 1 | 1 | 11 | 2 | 3.6 | -11 | 3
O=C(COn1nnc2ccc(Cl)cc21)NCc1ccccc1
 : 73 | -2 | 15 | -1 | 7 | -8 | -3.8 | -7 | -15
COc1ccccc1NC(=O)NC(=O)N(C(C)C)S(C)(=O)=O
 : 96 | -2 | -3 | -2 | 5 | -4 | -1.1 | -1 | -5
COc1cc(NC(=S)Nc2ccc(OC(F)F)cc2)cc(OC)c1
 : 79 | -1 | -6 | -1 | 0 | 11 | -1.2 | 3 | 1
Cc1nn(CC(=O)N(C)C2CCS(=O)(=O)C2)c(C)c1S(=O)(=O)N(C)C (configuration not stated)
 : 106 | . | 2 | -6 | . | . | 1.9 | . | 4
Cc1ccc(C)c(C(C)NC(=O)C2CCCC2)c1 (configuration not stated)
 : 104 | -4 | -34 | -2 | 1 | -9 | -0.6 | -11 | -4
CCS(=O)(=O)N1CCN(C(=O)c2ccccc2)CC1
 : 100 | -1 | -7 | -2 | -2 | 3 | -1.8 | -2 | 2
O=c1oc2ccccc2cc1-c1ccc(O)cc1
 : 90 | 2 | 7 | -1 | 4 | 7 | 1.4 | -11 | 7
CN(Cc1nc2ccccc2c(=O)[nH]1)C(=O)c1ccc(NC(=O)CSc2nnnn2C)cc1
 : 91 | . | 1 | -3 | . | . | -0.1 | . | -5
COc1ccc(Cc2nnc(SCC(=O)Nc3c(C)cccc3C)[nH]c2=O)cc1
 : 98 | 1 | ? | -3 | 6 | -3 | -0.3 | -1 | 5
CSc1ccc(/C=N/NC(=O)c2cccs2)cc1
 : 96 | -3 | -18 | 1 | 5 | 9 | -1.1 | -12 | 6
COc1ccccc1CCN=C(N)NS(=O)(=O)c1cc(F)ccc1F
 : 103 | -1 | -6 | 2 | 2 | -1 | 0.5 | 8 | -5
CCN1/C(=C/C(C)=O)Sc2ccc(OC)cc21
 : 98 | 0 | -5 | -1 | 3 | 6 | 0.0 | -4 | 6
Cc1nc2nc(NC(=O)c3ccco3)[nH]n2c(=O)c1C
 : 99 | -4 | -3 | -3 | 0 | -3 | 2.1 | 1 | -3
Cc1ccc(C2C(/C=C3/SC(=S)NC3=O)=C(c3cccs3)Oc3ccccc32)cc1 (configuration not stated)
 : 86 | 9 | 2 | 31* | 3 | 7 | 3.2 | 32 | -7
CCOC(=O)C1C(C)=CC(=O)CC1c1ccco1 (configuration not stated)
 : 105 | 2 | 16 | -2 | -2 | -2 | -3.1 | -3 | -17
O=C(CSc1ncn[nH]1)N(C1CCCCC1)C1CCCCC1
 : 114 | 2 | -1 | -1 | -1 | 7 | -0.2 | 2 | -8
CCOc1cc(C2NC(=O)N(C)C(C)=C2[N+](=O)[O-])ccc1OC(C)=O (configuration not stated)
 : 104 | -2 | -4 | -3 | 10 | 6 | 0.1 | -3 | 13
N#C/C(=C\c1c[nH]c2ccccc12)C(=O)Nc1ncc(Cc2ccc(Cl)cc2Cl)s1
 : 101 | 5 | -4 | 2 | 2 | 27 | 3.1 | 14 | 6
C=CCSc1nc2sc(C)c(C)c2c(=O)[nH]1
 : 90 | -2 | 5 | 8 | 0 | 10 | -0.2 | -1 | 16
CC1=C(C(N)=O)C(c2ccc(Cl)cc2Cl)n2ncnc2N1 (configuration not stated)
 : i | 0 | -3 | -2 | -1 | 9 | -0.2 | -2 | 20
C/C(CC(=O)Nc1ccc(N(C)C)cc1)=N\NC(=O)c1ccc(C(C)(C)C)cc1
 : 108 | -5 | 0 | 0 | -3 | -5 | 0.8 | -7 | 3
O=c1oc(CCCO)cc2ccc(C#Cc3ccsc3)cc12
 : 89 | . | 2 | -1 | . | . | 3.1 | . | -15
CCCCOCCCNC(=O)c1cccs1
 : 83 | -3 | 3 | -5 | 3 | -3 | 1.1 | -1 | -1
Cc1ccc(CNS(=O)(=O)c2cc(F)ccc2CN2C(=O)c3cccnc3C2=O)o1
 : 86 | -4 | i | -3 | 4 | -6 | -0.1 | -24 | -5
O=C1N(Cc2cccc(Cl)c2)C[C@@H]2C[C@@H](c3cccc4cccnc34)N3CCC[C@@]123
 : 93 | 8 | -7 | 2 | -2 | 2 | -2.3 | 7 | 1
Cc1nnc(SCC(=O)Nc2ccc(Cl)cn2)n1Cc1ccccc1
 : 118 | 1 | 5 | 0 | -1 | 9 | -0.3 | -2 | 3
Cc1ccc(C2=N/C(=C\c3cccc(F)c3)C(=O)O2)cc1
 : 89 | 2 | -34 | 1 | -3 | 7 | -2.2 | 4 | 12
COc1ccc(CNC(=O)Cn2cc(C(F)(F)F)ccc2=O)cc1OC
 : 96 | -3 | 2 | -1 | 2 | -8 | -0.1 | -5 | 1
CC(NC(=O)c1cc([N+](=O)[O-])cc([N+](=O)[O-])c1)c1ccc(-n2ccnc2)cc1 (configuration not stated)
 : . | 1 | -5 | 1 | 9 | -7 | 1.5 | -18 | -14
COC(=O)c1c(NC(=S)Nc2ccccc2Cl)sc(C)c1C
 : 89 | -3 | -1 | 0 | 0 | 3 | 0.8 | 4 | 13
Cc1nc2sc(C(c3ccccc3)N3CCOCC3)c(O)n2n1 (configuration not stated)
 : 119 | 2 | -1 | 1 | -2 | 7 | 1.3 | 2 | 9
O=C(Oc1ccc(/C=N/Nc2ccccc2)cc1)c1ccccc1
 : 103 | -2 | 7 | 21* | 4 | -14 | 2.4 | 15 | -3

The list goes on.
Under each structure: Yeast superoxide | TPT1 inhibitor | JMJD2C inh | PP1 counter | Fh CTSL1 inh | EBNA-1 inh | PP5 primary | HCV core dimer | ZTA DNA inh
COc1cccc(C2c3c(-c4ccccc4)n[nH]c3C(=O)N2c2ccc(C(=O)O)cc2)c1 (configuration not stated)
 : 96 | 0 | 13 | 5 | 6 | 11 | 3.0 | 2 | 9
COc1ccc(-c2cc(C(=O)N(C)Cc3ccc(OC)c(OC)c3OC)c3ccccc3n2)cc1OC
 : 96 | 0 | -6 | 0 | 1 | 7 | 0.9 | 3 | -2
CCOc1ccc(C(=S)NC2CCCCC2)cc1OC
 : 95 | 3 | 3 | -3 | 5 | -3 | 0.8 | -6 | -1
FC(F)(F)c1ccc(CN2CCN(Cc3ccco3)CC2)cc1
 : 103 | -2 | 3 | -2 | -2 | 9 | 2.8 | 1 | 8
Cc1cc2ncn(/N=C/c3ccc4c(c3)OCO4)c2cc1C
 : 97 | 3 | -5 | 3 | -2 | -1 | 0.4 | -3 | 12
Cc1[nH]c2ccccc2c1CCNC(=O)c1ccc2nccnc2c1
 : 97 | 3 | 2 | -2 | -1 | 0 | -1.4 | -3 | -12

One compound at a time (already shown). Values in the order: Yeast superoxide | TPT1 inhibitor | JMJD2C inh | PP1 counter | Fh CTSL1 inh | EBNA-1 inh | PP5 primary | HCV core dimer | ZTA DNA inh
Cc1cccn2c(=O)nc(SCC(=O)N3CC(C)OC(C)C3)nc12 (configuration not stated) across the screens: 105 | 2 | 79 | 1 | -7 | 2 | -1.0 | 1 | 8
CSc1nc(-c2ccc(N(C)C)cc2)c(C#N)c(=O)n1C across the screens: 104 | 31* | 5 | 0 | 3 | -5 | -0.6 | -7 | 0
